# Source: PubChem
# LEDGF integ inh – blockers of LEDGF/p75-dependent integrase strand transfer – biochemical, TR-FRET, high throughput, primary screen | HIV-1 integrase (with human LEDGF/p75) | TR-FRET IN-LEDGF/p75 DNA integration, Eu/Cy5 | inhibition, % at 3.7 µM | 370,000 compounds, 0.64% hits;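 active = inhibition above the screen-wide mean plus 3 SD, cut at about 13% in these data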;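 also: signal is the Cy5 over europium emission ratio at 671 and 618 nm; 0% = plate median of compound wells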
# ADAM10 inh – human ADAM10 inhibitors, primary screen, biochemical, QFRET, HTS. recombinant ADAM10, EDANS/DABCYL FRET peptide cleavage, 3 h. 370,000 compounds, 0.62% hits. inhibition, % at 7 µM. AID 720582, 2013;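 active = inhibition above a per-campaign cutoff equal to the mean of compounds falling between control-based bounds plus 3 SD, cut at about 20% in these data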;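 also: 0% = DMSO wells while the 100% control is not disclosed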
# PLCg1 inh – PLC-gamma1 enzyme inhibitors, primary screen, biochemical, fluorescence, purified enzyme; 1-phosphatidylinositol 4,5-bisphosphate phosphodiesterase gamma-1 (Homo sapiens), P19174; fluorogenic substrate; inhibition, % at 12.2 µM; 370,000 compounds, 0.84% hits; AID 720700, 2013; in the data active = inhibition above about 9.5%
# Target sequence (P19174 whole entry, looked up): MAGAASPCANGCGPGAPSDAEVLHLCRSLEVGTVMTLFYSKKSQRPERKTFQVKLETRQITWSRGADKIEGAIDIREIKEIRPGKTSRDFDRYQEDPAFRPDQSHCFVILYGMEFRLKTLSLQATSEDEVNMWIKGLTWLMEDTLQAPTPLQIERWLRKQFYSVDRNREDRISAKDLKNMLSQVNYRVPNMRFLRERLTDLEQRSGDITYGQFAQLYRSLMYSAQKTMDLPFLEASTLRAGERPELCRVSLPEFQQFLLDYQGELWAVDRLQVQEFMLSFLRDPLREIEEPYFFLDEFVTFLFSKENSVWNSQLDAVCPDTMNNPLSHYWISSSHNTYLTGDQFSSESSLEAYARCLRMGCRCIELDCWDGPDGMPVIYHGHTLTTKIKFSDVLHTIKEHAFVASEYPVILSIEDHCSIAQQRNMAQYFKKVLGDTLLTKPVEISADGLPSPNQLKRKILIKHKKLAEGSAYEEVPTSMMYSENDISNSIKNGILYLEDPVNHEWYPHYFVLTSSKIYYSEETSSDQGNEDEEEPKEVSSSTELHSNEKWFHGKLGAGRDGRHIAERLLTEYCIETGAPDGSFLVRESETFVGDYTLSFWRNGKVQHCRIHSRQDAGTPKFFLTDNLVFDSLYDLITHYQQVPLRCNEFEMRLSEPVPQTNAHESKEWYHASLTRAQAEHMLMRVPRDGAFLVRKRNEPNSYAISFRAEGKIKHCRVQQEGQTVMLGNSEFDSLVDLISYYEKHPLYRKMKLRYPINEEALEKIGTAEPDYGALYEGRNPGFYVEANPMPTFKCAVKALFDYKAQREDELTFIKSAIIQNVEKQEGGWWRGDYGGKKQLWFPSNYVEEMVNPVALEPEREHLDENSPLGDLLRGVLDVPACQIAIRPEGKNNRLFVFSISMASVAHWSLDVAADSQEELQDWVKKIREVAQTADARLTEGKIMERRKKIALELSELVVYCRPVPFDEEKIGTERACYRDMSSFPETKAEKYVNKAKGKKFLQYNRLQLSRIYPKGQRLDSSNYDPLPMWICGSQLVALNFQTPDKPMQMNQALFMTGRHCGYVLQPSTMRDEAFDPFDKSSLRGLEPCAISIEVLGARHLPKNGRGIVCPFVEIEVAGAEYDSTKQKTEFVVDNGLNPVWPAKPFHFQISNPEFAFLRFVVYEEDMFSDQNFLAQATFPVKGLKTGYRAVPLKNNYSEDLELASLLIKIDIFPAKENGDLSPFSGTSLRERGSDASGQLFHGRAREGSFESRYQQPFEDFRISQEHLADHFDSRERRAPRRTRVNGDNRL
# DDE Tn6 FP inh – inhibitors of Tn6 peptide binding to fibrin DD(E), primary screen, biochemical, fluorescence polarization, human fibrin, Tn6 probe | Fibrinogen beta chain (Homo sapiens), P02675 | inhibition, % at 8.3 µM | 370,000 compounds, 0.21% hits | AID 720509, 2013 | Fibrin DD(E) TRITC-Tn6 fluorescence polarization displacement;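 active = inhibition above a per-campaign cutoff: mean of compounds within control limits plus 3 SD, cut at about 15% in these data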;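 also: 0% = median of all compound wells on the plate and 100% = blocking peptide control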
# DDE Tn7 FP inh – inhibitors of Tn7 peptide binding to fibrin DD(E), primary screen, biochemical, fluorescence polarization, human fibrin, Tn7 probe; inhibition, % at 8.3 µM; Fibrinogen beta chain (Homo sapiens), P02675; AID 720508, 2013; FP displacement of FITC-Tn7 peptide from fibrin DD(E); 0% = median of compound wells per plate; 370,000 compounds, 0.13% hits;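 active = inhibition above the mean of compounds falling within the control limits plus 3 SD of them, cut at about 14% in these data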;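 also: 0% = plate median of compound wells and 100% = 10 µM Aha-Tn7 peptide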
#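 Also added: labelled Tn7 tracer, 0.1 µM; Assay system: human fibrin DD(E) protein; Amount: 2 µM fibrin DD(E); Schedule: 10 min compound pre-incubation, 3 h probe incubation at room temperature; Repeats: one replicate per compound; Read-out basis: percent inhibition; Measured by: fluorescence polarization of the labelled Tn7 tracer.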
# ADAM17 inh – ADAM17 inhibitors, primary screen, biochemical, QFRET; Disintegrin and metalloproteinase domain-containing protein 17 (Homo sapiens), P78536; recombinant ADAM17, EDANS/DABCYL FRET peptide cleavage; 370,000 compounds, 0.83% hits; AID 720648, 2013; inhibition, % at 6.95 µM;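 active = inhibition above the mean of compounds lying between control limits plus 3 SD, set per campaign, cut at about 8.5% in these data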;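 also: 0% = DMSO-only wells as the low control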
# ARFGAP1 inhibitor – inhibitors of rat ARFGAP1 GAP activity, primary screen, biochemical, fluorescence polarization, GDP tracer | ADP-ribosylation factor GTPase-activating protein 1 (Rattus norvegicus), Q62848 | inhibition, % at 16.5 µM | AID 651572, 2012 | 360,000 compounds, 0.26% hits | Arfgap1-stimulated ARF1 GTP hydrolysis, GDP FP detection;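 active = inhibition above a per-plate limit, mean inhibition of low control wells plus 3 SD, cut at about 25% in these data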;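 also: 0% = DMSO wells with enzyme and 100% = wells lacking Arfgap1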
#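 Assay system: purified rat His6-Arfgap1 residues 1-136 (GAP domain); Reagent: human Δ17 ARF1 bound to GTP; Dosing: 16.5 µM single point, 1.26% DMSO; Times: GTP hydrolysis reaction 2 h at 25 °C; Signal: FP, GDP Alexa 633 tracer displaced from anti-GDP antibody, 620/688 nm; Measure: % inhibition from polarization.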
# KLK7 zymogen act – proKLK7 zymogen activators, primary screen, biochemical, fluorescence intensity. Kallikrein-7 (Homo sapiens), P49862. purified proKLK7, EDANS-DABCYL substrate fluorescence; 100% is mature enzyme control, 0% vehicle. activation, % at 7 µM. 370,000 compounds, 0.9% hits;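 active = activation above the mean of all tested compounds plus 3 SD, computed per campaign excluding outliers beyond control limits, cut at about 13% in these data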
# ASAP1 inh – inhibitors of human ASAP1 ArfGAP activity, primary screen, biochemical, fluorescence polarization; Arf-GAP with SH3 domain, ANK repeat and PH domain-containing protein 1 (Homo sapiens), …; ASAP1-stimulated ARF1 GTP hydrolysis, GDP FP detection; inhibition, % at 16.5 µM; 360,000 compounds, 0.19% hits; in the data active = inhibition above about 25%;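 also: 0% = vehicle with enzyme and substrate and 100% = no enzyme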
# TDP2 absorb – human TDP2 enzyme inhibitors, primary screen, biochemical, epi absorbance, recombinant enzyme; 370,000 compounds, 0.34% hits; T5PNP hydrolysis, p-nitrophenol absorbance 415 nm; inhibition, % at 12.8 µM; Tyrosyl-DNA phosphodiesterase 2 (Homo sapiens), O95551;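 active = inhibition above the mean of all tested compounds plus 3 SD, set per campaign, cut at about 25% in these data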;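 also: 0% = DMSO with enzyme and 100% = buffer with substrate but no TDP2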
#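 Material: recombinant human TDP2; quantity: TDP2 enzyme at 120 nM final; medium: Tris-HCl pH 7.5 with MgCl2; compound: single concentration, 12.8 µM nominal, with 1% DMSO; incubation: 2 h enzyme incubation at 37 °C; signal: epi absorbance; measure: percent inhibition; benchmarks: high control without enzyme, low control DMSO plus TDP2; repeats: singlicate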
# * marks the source's active call; other numbers are inactive results; i = inactive; x = not tested or not shown.
Structure	LEDGF integ inh	ADAM10 inh	PLCg1 inh	DDE Tn6 FP inh	DDE Tn7 FP inh	ADAM17 inh	ARFGAP1 inhibitor	KLK7 zymogen act	ASAP1 inh	TDP2 absorb
COC(=O)c1ccc(N2CCN(C(=O)C3CC3)CC2)c([N+](=O)[O-])c1	0	4	2	2	-1	-3	5	-0.2	-11	22
O=C(Nc1nnc(-c2cccs2)s1)c1cccc(F)c1	2	1	-7	2	0	-4	-5	-0.1	-4	2
O=C1c2cc3c(cc2CCC1c1ccc2c(c1)OCO2)OCO3 (centres undefined)	-5	-17	2	-7	-7	1	15	0.2	-10	-1
NS(=O)(=O)c1ccc(NC(=O)CSc2ccccn2)cc1	2	5	1	3	-5	2	-3	0.5	1	4
COc1ccc(S(=O)(=O)N2CCC(C(=O)NCCN3CCOCC3)CC2)cc1OC	-2	0	1	3	-4	-3	-5	0.0	2	13
Cc1ccc(N2C(=O)C3C4C=CC(C4)C3C2=O)cc1C (centres undefined)	-2	-1	0	1	3	0	2	0.4	1	8
NC(c1csc(Nc2ccccn2)n1)c1ccccc1Cl (centres undefined)	15*	5	8	1	-1	1	-12	-0.5	-6	-9
Cn1c(-c2ccccc2)c(C(=O)CCl)c2ccccc21	-1	-4	-3	1	-8	-3	-9	-0.1	12	9
COC(=O)c1cc(-c2cccc(OC)c2)n[nH]1	-3	8	-1	-5	1	-5	3	-0.4	7	6
COc1cccc(C(=O)NC(=S)Nc2ccc3c4c(cccc24)CC3)c1	0	2	-71	-3	4	2	3	0.1	-3	-24
O=C1[C@@H]2C(c3cccnc3)=NO[C@@H]2C(=O)N1c1ccc(Cl)cc1Cl	5	-7	-2	1	-7	-5	-3	-0.7	-7	3
Cc1ccc(C)c(NC(=S)NCCc2ccc(F)cc2)c1	0	12	2	-6	1	1	5	0.3	0	6
CCOC(=O)c1ccccc1NC(=O)c1ccc2nc[nH]c2c1	-2	-5	-1	1	-4	-4	-4	-0.2	7	-3
COc1ccc(C2=Nn3c([n+](C)c4ccccc43)SC2)cc1	4	0	4	7	-1	0	14	-0.2	3	4
CCC(C)NC(=O)CSc1nc2ccccc2c(=O)n1CCCN1CCCCC1 (centres undefined)	-2	-5	-1	-8	0	-5	4	0.1	7	-11
CC(C)Cc1cc(C(=O)Nc2ccc(F)cc2F)no1	3	-1	0	5	5	-1	-3	-0.1	-11	7
O=C(O)c1cccc(NS(=O)(=O)c2ccc3c4c(cccc24)C(=O)N3)c1	2	-5	-9	-1	-11	-1	19	1.4	2	0
CCOC(=O)C1=C(Cn2cnc3ccccc32)NC(=O)NC1c1ccc(OC)cc1 (centres undefined)	-1	6	0	-6	-5	-1	3	0.3	3	2
C[C@H]1COc2cccc(F)c2S(=O)(=O)N1C	2	-3	0	2	-3	-6	x	-0.7	x	-3
COCCOc1ccc(C(F)(F)F)cc1NC(=O)COC(=O)c1ccc(N2CCCC2=O)cc1	1	-14	-2	5	1	-6	-2	0.6	-9	0

# Another view of part of the listing above:
mol: NC(c1csc(Nc2ccccn2)n1)c1ccccc1Cl (centres undefined)
- LEDGF integ inh = 15*
- ADAM10 inh = 5
- PLCg1 inh = 8
- DDE Tn6 FP inh = 1
- DDE Tn7 FP inh = -1
- ADAM17 inh = 1
- ARFGAP1 inhibitor = -12
- KLK7 zymogen act = -0.5
- ASAP1 inh = -6
- TDP2 absorb = -9

mol: Cn1c(-c2ccccc2)c(C(=O)CCl)c2ccccc21
- LEDGF integ inh = -1
- ADAM10 inh = -4
- PLCg1 inh = -3
- DDE Tn6 FP inh = 1
- DDE Tn7 FP inh = -8
- ADAM17 inh = -3
- ARFGAP1 inhibitor = -9
- KLK7 zymogen act = -0.1
- ASAP1 inh = 12
- TDP2 absorb = 9

# Additional records follow.
Structure	LEDGF integ inh	ADAM10 inh	PLCg1 inh	DDE Tn6 FP inh	DDE Tn7 FP inh	ADAM17 inh	ARFGAP1 inhibitor	KLK7 zymogen act	ASAP1 inh	TDP2 absorb
COc1cc(C(=O)N2CCc3ccccc32)ccc1OCc1c(C)noc1C	1	8	1	0	-4	0	2	1.3	-2	-10
COc1ccc(Cl)cc1-c1cc(C(=O)NCC2CCCCC2)[nH]n1	2	9	3	0	-5	4	9	0.0	6	2
CCOC(=O)c1ccc(NC(=O)c2nc[nH]c2C(=O)N[C@H](C)CO)cc1	2	8	4	10	-8	8	16	-0.4	-2	-8
CCN(C(=O)COC(=O)c1ccc2[nH]c3c(c2c1)CCCC3)C1CCS(=O)(=O)C1 (centres undefined)	-10	-11	-20	2	-4	-4	-3	1.7	-3	3
Cc1cccc(N(CC(=O)N2CCCC2)S(C)(=O)=O)c1	5	13	3	-12	-4	1	11	-0.1	-1	-2
O=c1sc(N2CCN(c3ccccc3F)CC2)nc2ccsc12	5	-3	-2	-3	-7	-1	0	0.0	4	4
COC(=O)C1OC1c1cc([N+](=O)[O-])ccc1OC (centres undefined)	1	0	1	3	0	0	-3	0.0	-6	7
Cc1cccc2sc(N(CCCN(C)C)C(=O)c3nc4ccccc4s3)nc12	-1	1	1	0	-6	-2	-7	0.5	4	1
CCOC(=O)C1=C(C)N(C2CCCCC2)C(=O)C1	2	-14	3	1	0	-2	-3	-0.1	-2	4
COc1ccc(Br)cc1-c1noc(-c2ccccc2)n1	2	3	1	-2	-8	-2	6	-0.1	16	2
COc1ccc(NC(=O)CC(=O)Nc2ccc(OC)cc2OC)c(OC)c1	-4	0	-1	0	3	-2	7	0.2	10	-3
Cc1c(C(=O)N2CCCC2)c(S(=O)(=O)Nc2cccc(Br)c2)c(C)n1C	-1	2	6	1	4	-3	-7	0.0	6	12
CC(=O)c1ccc(N2CCN(C(=O)CCCn3c(=S)[nH]c4cc5c(cc4c3=O)OCO5)CC2)cc1	5	25*	6	-3	4	1	-8	0.3	10	-10
CC(C)(C)C(=O)NC1CC2CCCC(C1)N2C(=O)Nc1ccccc1Cl (centres undefined)	1	3	-1	-1	-11	-2	-2	0.1	4	1
CCOC(=O)C1=C(CN2CCN(c3ccc(F)cc3)CC2)NC(=O)NC1c1cccs1 (centres undefined)	-2	-1	-3	-2	2	0	-2	-0.5	-5	-14
O=c1c2ccccc2oc2nc(-c3ccco3)n(Cc3ccccc3)c(=O)c12	-1	4	1	-2	-4	-2	0	-0.7	-2	-5
CS(=O)(=O)Nc1ccc(-c2cn3cccnc3n2)cc1	-3	i	i	-4	0	i	-6	123*	-9	26*
COc1cc(C(=O)NC2CCCCCCC2)cc(OC)c1OC	0	-3	0	3	-7	-2	6	-0.3	5	3
Cc1nn(CC(=O)c2ccc(Br)s2)c(C)c1[N+](=O)[O-]	-3	-2	-2	-1	0	-3	13	-0.3	1	5
COc1cc2ccccc2cc1C(=O)Nc1ccc(N2CCN(C)CC2)cc1	2	-5	-8	-2	-2	-2	-6	-0.2	10	-10

# Individual results from the entries so far:
# COc1cc(C(=O)N2CCc3ccccc32)ccc1OCc1c(C)noc1C | ADAM17 inh: 0
# COC(=O)c1ccc(N2CCN(C(=O)C3CC3)CC2)c([N+](=O)[O-])c1 | PLCg1 inh: 2
# COc1ccc(NC(=O)CC(=O)Nc2ccc(OC)cc2OC)c(OC)c1 | ADAM10 inh: 0
# O=C(Nc1nnc(-c2cccs2)s1)c1cccc(F)c1 | ADAM17 inh: -4
# COc1cc2ccccc2cc1C(=O)Nc1ccc(N2CCN(C)CC2)cc1 | ADAM10 inh: -5

# (list continues)
Structure	LEDGF integ inh	ADAM10 inh	PLCg1 inh	DDE Tn6 FP inh	DDE Tn7 FP inh	ADAM17 inh	ARFGAP1 inhibitor	KLK7 zymogen act	ASAP1 inh	TDP2 absorb
OCCNCc1cc(Br)ccc1OCc1ccc(Cl)cc1Cl	-2	-11	2	3	8	-3	3	0.0	-4	2
CC(C)NS(=O)(=O)c1ccc(OCC(=O)N(C)Cc2ccccc2)cc1	-2	-6	1	5	-6	-3	-11	0.8	-6	7
Cn1c(-c2cc3ccccc3oc2=O)nc2ccccc21	-8	-27	-276	4	-4	-8	4	-1.9	3	-10
C#CCN(Cc1ccco1)C(=O)c1cc(COc2ccc(F)cc2Cl)on1	0	12	-3	5	-5	6	9	0.3	-11	-4
Cc1csc(NC(=O)COc2ccc3c(c2)CCC3)n1	2	4	3	-6	4	0	-16	0.6	9	12
Cc1ccc(CNC(=O)CSc2nc(C)cc(C)c2C#N)cc1	-4	2	0	1	7	-4	-9	0.2	9	8
NS(=O)(=O)c1ccc(NC(=O)CN2CCN(S(=O)(=O)c3cccs3)CC2)cc1	-1	-13	2	-3	0	-4	2	0.9	2	5
CCOC(=O)/C(=N\Nc1ccc(C(C)=O)cc1)c1csc(Nc2ccccc2)n1	-1	0	-11	-2	-4	2	-7	-0.1	-4	-5
COC(=O)Nc1ccc(S(=O)(=O)N2CCCCCC2)cc1	10	-6	1	3	-9	-4	8	0.2	8	1
